# Screens as filed in PubChem.
# TcdB GH inh: blocks C. difficile toxin B glycohydrolase activity; P18177; TcdB glycohydrolase enzymatic assay, plate reader; inhibition, % at 9.99 µM; actives 0.24% (n = 350,000); AID 652162; in the data active = inhibition above about 10%
# CCHFV vOTU inh: blocks the CCHF virus ovarian tumor domain protease. CCHFV vOTU protease, Pep-AMC fluorescence. actives 0.55% (n = 370,000). inhibition, % at 11.5 µM; in the data active = inhibition above about 30%; note: 0% = vehicle wells with enzyme and 100% = no enzyme wells
# The depositor's hits bear a star; & = joins results of further samples. The list is partial (hit frequency here may not be typical).
SMILES,TcdB GH inh,CCHFV vOTU inh
CC(C)N(C[C@@H]1CSCCS(=O)(=O)N1)C(C)C,0.6,-3
C=CCN1C(=O)[C@]2(OCCC=C[C@H]2C)c2cc(OC)ccc21,2.2,6
CN(Cc1ccc2c(c1)CCCN2C)C(=O)[C@@H](Cc1ccccc1)NC(=O)[C@H]1O[C@@H](n2ccc(=O)[nH]c2=O)[C@H](O)[C@@H]1O,-16,8
C[C@@H]1CN(C(=O)OC(C)(C)C)CCN1c1ccc(N2CCS(=O)(=O)CC2)c(C#N)c1,0.8,-16
CC1(C(=O)NCc2ccccc2)CN(S(C)(=O)=O)CC(=O)N1Cc1cccs1 (stereo not drawn),0.5,6
Cc1cc(NC(=O)Cc2c(C)[nH]c3ccccc23)ccc1Oc1cccnc1,0.9,-2
Cc1cc(Nc2ccc(Cl)c(C(F)(F)F)c2)cc(=O)n1-c1ccc(Cl)c(C(F)(F)F)c1,-0.2,11
Nc1[nH]c(C(=O)c2ccccc2)c(-c2ccc(Br)cc2)c1C(=O)c1ccccc1,1.8,20
CN(C)c1ccc(C(=O)NCC2CCN(C(=O)C(=O)c3cccs3)CC2)cc1,2.5,1
COc1ccccc1C(=O)N1CCC2CCN(C(=O)OC(C)(C)C)C2C1 (stereo not drawn),-8.5,19
C=CCOC(=O)Nc1nc(CCNC(=O)OC(C)(C)C)c(C(=O)OC)s1,0.7,14
CN1CCCCC(NC(=O)c2ccccn2)C1=O (stereo not drawn),-0.1,-13
C[C@@H]1CN([C@H](C)CO)C(=O)CCCn2cc(nn2)CO[C@H]1CN(C)S(=O)(=O)c1cn(C)cn1,-4.1&-0.8,4
Cc1cc(-c2cc(NC(=O)Cc3c[nH]c4ccccc34)ccc2N(C)c2cccnc2)ccc1F,0.2,-3
O=C(NCCN1CCC2(CC1)C(=O)NCN2c1ccccc1)C(c1ccccc1)c1ccccc1,1.6,5
COC(=O)C1=C(C)N(Cc2cccc(C(F)(F)F)c2)C(=NCc2ccccc2)NC1c1ccc(Cl)cc1 (stereo not drawn),2.3,17
CCCCNC(=O)C(NC(=O)c1ccccc1)C(=O)c1ccccc1 (stereo not drawn),1.3,3
C[C@@H]1CN([C@@H](C)CO)C(=O)CCCn2nncc2CO[C@@H]1CN(C)C(=O)C1CC1,1.0&0.8,8
Cc1cccc(C)c1N1C(=O)c2ccccc2NC(=O)C1C(=O)NCCOc1ccccc1 (stereo not drawn),1.8,0
COc1cccc(Cn2c(C(C)n3c(C)nc4ccccc43)nc3ccccc32)c1 (stereo not drawn),0.6,6
CCCN1CCCCC(NC(=O)c2ccc(-c3ccccc3)cc2)C1=O (stereo not drawn),3.0,1
O=C1NC(c2cccc(C(F)(F)F)c2)c2c(-c3ccccc3)n[nH]c21 (stereo not drawn),6.3,5
CC(C)CC1O[C@@H](C)[C@@H]2CN3CCc4c([nH]c5ccccc45)[C@@H]3C[C@@H]2N1C (stereo partly drawn),1.6,-5
CN(c1cccnc1)c1ccc(NC(=O)Cc2c[nH]c3ccccc23)cc1-c1cccnc1F,-0.8,16
CN(C)Cc1c(C(C)(C)O)[nH]c2cc(F)ccc12,0.1,3
CC1CCCN(c2cccc3c2S(=O)(=O)N(Cc2cccc(Cl)c2)[C@@H](C)[C@H](c2ccccc2)O3)C1 (stereo partly drawn),-0.2,0
CC(C)(C)NC(=O)C(c1ccc(C(F)(F)F)cc1)n1c(=O)c(-c2cc3ccccc3[nH]2)nc2ccccc21 (stereo not drawn),0.1,1
COCc1[nH]nc2c1C(c1ccccc1)N(c1ccccc1)C2=O (stereo not drawn),1.6,0
CC(C)[C@H](NC(=O)OC(C)(C)C)c1cc(C(=O)NC2CC2)c(N)s1,0.5,28
O=C(NCc1ccccc1)C(CCc1ccccc1)n1c(=O)c(-c2ccccc2)nc2ccccc21 (stereo not drawn),1.4,14
Clc1ccc(Nc2nnc(-c3ccc4c(c3)OCO4)o2)cc1,0.5,-11
C[C@H](O)[C@@H]1C(=O)N2CCc3c([nH]c4c(-c5ccccc5)cccc34)[C@@H]2C[C@@H]1N(C)C(=O)Nc1ccccc1,0.2,-19
CCCCNC(=O)c1nc(-c2cnccn2)oc1-c1ccc(Cl)cc1,1.6,-58
c1ccc(-c2nc3ccccc3nc2-c2ccc(CN3CCC4(CC3)CNc3ccccc34)cc2)cc1,0.3,10
CC1(C)CC(Cc2ccccc2C(F)(F)F)N(C(=O)OC(C)(C)C)C1 (stereo not drawn),0.1,-11
CCCCCCN1CCN(C2CN(Cc3cn(Cc4ccc(C(F)(F)F)cc4)nn3)S(=O)(=O)C2)CC1 (stereo not drawn),-0.7,16
Cc1ccc(CN2C(=O)CSCC2(C)C(=O)NC(C)C)cc1 (stereo not drawn),1.5,-19
O=C(/C=C(\Nc1cccc(C(F)(F)F)c1)c1ccccc1)c1ccccc1,-0.3,-1
O=C(N[C@H]1C[C@@H]2O[C@H](CO)CC[C@@H]2O[C@@H]1CCc1ccc(-c2cccnc2)cc1)c1cccc(F)c1,-1.3,0
OC(c1ccccc1)(c1ccccc1)C1CCN(CCCOc2ccc(-c3cccnc3)cc2)CC1,0.4,-1
COCC(=O)N1C[C@H]2CON(C)[C@H]2C[C@H]1c1cccc(-c2cc(Cl)cc(Cl)c2)c1,1.7,-9
Cc1cc(N2CCN(S(C)(=O)=O)C[C@H]2C)ccc1N1CCN(Cc2ccccc2)[C@H](C)C1,-10,-1
CC(C)(C)N1C(=O)c2ccccc2NC(=O)C1C(=O)NCc1ccco1 (stereo not drawn),0.8,2
Cc1cccc(-c2ccc([N+](=O)[O-])cc2CN2CCN(c3ncc(Cc4ccccc4)cn3)CC2)c1,-2.0,21
CCOC(=O)[C@]12CCCC=C1N(CCc1ccc(OC)c(OC)c1)C(=O)[C@H](CC(=O)N1CCSCC1)C2,1.3,10
COC(=O)[C@]12C[C@H](CC(=O)N3CCSCC3)C(=O)N(Cc3ccccc3)C1=C[C@H](C(C)C)O[C@@H]2C1CC1,0.3,8
COc1ccc(CN2C[C@H](COCc3ccccc3)Oc3cccc(F)c3S2(=O)=O)cc1,0.2,-1
O=C(NCCN1CCC2(CC1)C(=O)NCN2c1ccccc1)c1ccc(F)cc1,0.2,-8
COc1ccc(C(C(=O)Nc2c(C)cccc2C)n2c(=O)c(-c3ccccc3)nc3ccccc32)cc1 (stereo not drawn),1.1,-1
C=CCCC(=O)N1C[C@H]2CCN(C)[C@H]2C[C@H]1c1ccccc1Br,1.5,-5
CO[C@H]1CN(C)C(=O)c2ccc(NC(=O)C3CCC3)cc2OC[C@H](C)N(Cc2ccccn2)C[C@@H]1C,1.7&-0.6,-4
CO[C@@H]1CN(C)C(=O)c2ccc(NC(C)=O)cc2OC[C@@H](C)N(C(=O)NC2CCCCC2)C[C@H]1C,0.2&1.3,2
CC(C)(C)NC(=O)C(c1ccccc1F)n1c(=O)c(-c2ccco2)nc2ccccc21 (stereo not drawn),2.0,22
CCCCOc1ccc(C(=O)NC2CCCCN(C)C2=O)cc1 (stereo not drawn),0.8,-15
CC(C)C[C@@H]1NC(=O)[C@@H]2CSCCS(=O)(=O)N2C1=O,-0.4,9
CC(C)NC(=O)N(C)C[C@@H]1OCc2cn(nn2)CCCC(=O)N([C@@H](C)CO)C[C@H]1C,-0.6&1.8,-2
COC(=O)[C@@]12C[C@@H](CC(=O)NCC34CC5CC(CC(C5)C3)C4)C(=O)N(Cc3ccc4c(c3)OCO4)C1=CCC(C)(C)C2,0.4,13
Cc1c(C2Nc3ccccc3C2C)[nH]c2ccccc12 (stereo not drawn),-0.7,5
C[C@@H]1ON(C)[C@H]2C[C@H]3c4cc(-c5ccc(F)cc5)ccc4CCN3C[C@@H]12,0.2,-6
O=C(NCCc1ccccc1Cl)[C@@H]1CCCN1C(=O)[C@@H](NS(=O)(=O)c1ccc(F)cc1F)c1ccccc1,-1.1,9

# The list goes on:
SMILES,TcdB GH inh,CCHFV vOTU inh
COc1ccccc1-c1cn(CC[C@H]2CC[C@@H](NS(=O)(=O)c3ccccc3C)[C@@H](CO)O2)nn1,-4.0&2.1,-2
O=C(N[C@H](C(=O)N1CCC[C@H]1C(=O)NC1CCCC1)c1ccccc1)C1CC1,1.8,-11
Cc1ccc(S(=O)(=O)N2[C@H](CC(=O)c3ccc(Cl)c(Cl)c3)OC[C@@H]2C(C)C)cc1,-4.3,11
CC1(C(=O)Nc2ccc3c(c2)OCCO3)CN(S(C)(=O)=O)CC(=O)N1CC(F)(F)F (stereo not drawn),0.5,-3
CC(=O)Nc1cccc(-c2nc3ccccc3n2C(C)C(=O)NC(C)(C)C)c1 (stereo not drawn),1.4,8
COC(=O)[C@@]12C[C@@H](CC(=O)N3CCCC3)C(=O)N(CCc3ccc(OC)c(OC)c3)C1=CCC(C)(C)C2,-0.5,3
CC(=O)NCc1ccc(OCCCN2CCC(C(O)(c3ccccc3)c3ccccc3)CC2)cc1,0.1,0
CNC(=O)C[C@@H]1CC[C@@H]2[C@H](COC[C@H](O)CN2S(=O)(=O)c2ccccc2Cl)O1,-0.6&-1.4,-11
CC1CCN(C(=O)c2ncn3c2C(=O)N[C@H](C)C3)CC1,1.7,3
O=C(Nc1ccc2c(c1)OCCO2)C(C1CC1)n1c(=O)c(-c2cc3ccccc3[nH]2)nc2ccccc21 (stereo not drawn),-0.1,-17
Cc1ccccc1S(=O)(=O)N(C)C[C@@H]1OCc2cn(nn2)CCCC(=O)N([C@@H](C)CO)C[C@H]1C,-1.8&1.4&0.6,6
COc1cccc(C(=O)N[C@@H](CC(C)C)C(=O)N2CCC[C@H]2C(=O)NCc2ccccc2)c1,2.8,2
CN(Cc1ccccc1)C(=O)C(=O)c1ccccc1,0.0,-6
C[C@H](O)[C@@H]1C(=O)N2CCc3c([nH]c4ccccc34)[C@@H]2C[C@@H]1N(C)C(=O)Nc1ccc(Br)cc1,1.4,-32
CCNC(=O)C[C@@H]1CC[C@@H]2NC[C@@H](O)COC[C@H]2O1,0.5,-1
COC(=O)C[C@@H]1CC[C@@H](NC(=O)Nc2cc(F)ccc2F)[C@@H](CO)O1,-2.0,1
Cc1cccc(S(=O)(=O)N2C[C@@H](O)COC[C@@H]3O[C@H](CC(=O)NCCCN4CCOCC4)CC[C@H]32)c1,0.1&0.5,2
COc1cccc(CNC(=O)C[C@H]2CC[C@H]3[C@@H](COc4ccc(NC(=O)c5cccs5)cc4C(=O)N3C)O2)c1,2.5,-13
COc1ccc(N)cc1CN1CCN(c2ncc(Cc3ccccc3)cn2)CC1,0.2,4
CC(C)(C)c1ccc(C#C[C@@H]2C=C[C@@H](O)[C@@H](COC(=O)Nc3ccccc3)O2)cc1,0.8,12
Cc1ccc(CNC(=O)[C@@H](Cc2ccccc2)NC(=O)[C@H]2O[C@@H](n3ccc(N)nc3=O)[C@H](O)[C@@H]2O)o1,0.6,1
COC(=O)C1=C(C)N(Cc2cccc(C(F)(F)F)c2)C(=NCc2cccc(C(F)(F)F)c2)NC1c1ccc(Cl)cc1 (stereo not drawn),1.0,16
COc1ccc2nc3n(c(=O)c2c1)-c1ccc(Cl)cc1C(=O)NC3Cc1ccccc1 (stereo not drawn),-0.4,11
CCC(=O)N[C@@H]1CC[C@@H](CCNC(=O)Nc2ccc(F)cc2)O[C@@H]1CO,-1.0&1.5,-3
CC1(C(=O)Nc2ccc3c(c2)OCCO3)CSCC(=O)N1CCOc1ccccc1 (stereo not drawn),0.6,-1
Cc1nccn1-c1ccc(NC(=O)[C@@H](Cc2ccccc2)NC(=O)[C@H]2O[C@@H](n3ccc(=O)[nH]c3=O)[C@H](O)[C@@H]2O)cc1,0.6,1
CC(C)(C)NC(=O)C(c1ccnc2ccccc12)n1c(=O)c(-c2ccco2)nc2ccccc21 (stereo not drawn),0.7,13
CCOC(=O)C1=CCN(S(=O)(=O)c2ccccc2C)C1c1cccc(Cl)c1 (stereo not drawn),1.6,11
COC(=O)c1ccc2c(=O)n(CCCCCC(=O)NC3CCCCC3)c(=O)[nH]c2c1,0.8,-12
COC(=O)C1C(c2ccc(C)cc2)CC2CCC1N2C (stereo not drawn),-1.0,-2
COCc1[nH]nc2c1C(c1ccc(F)cc1)N(c1ccccc1)C2=O (stereo not drawn),1.5,-1

# Gathered by group: the entries above with an aryl methoxy group (twelve)
SMILES,TcdB GH inh,CCHFV vOTU inh
C=CCN1C(=O)[C@]2(OCCC=C[C@H]2C)c2cc(OC)ccc21,2.2,6
COc1ccccc1C(=O)N1CCC2CCN(C(=O)OC(C)(C)C)C2C1 (stereo not drawn),-8.5,19
COc1cccc(Cn2c(C(C)n3c(C)nc4ccccc43)nc3ccccc32)c1 (stereo not drawn),0.6,6
CCOC(=O)[C@]12CCCC=C1N(CCc1ccc(OC)c(OC)c1)C(=O)[C@H](CC(=O)N1CCSCC1)C2,1.3,10
COc1ccc(CN2C[C@H](COCc3ccccc3)Oc3cccc(F)c3S2(=O)=O)cc1,0.2,-1
COc1ccc(C(C(=O)Nc2c(C)cccc2C)n2c(=O)c(-c3ccccc3)nc3ccccc32)cc1 (stereo not drawn),1.1,-1
COc1ccccc1-c1cn(CC[C@H]2CC[C@@H](NS(=O)(=O)c3ccccc3C)[C@@H](CO)O2)nn1,-4.0&2.1,-2
COC(=O)[C@@]12C[C@@H](CC(=O)N3CCCC3)C(=O)N(CCc3ccc(OC)c(OC)c3)C1=CCC(C)(C)C2,-0.5,3
COc1cccc(C(=O)N[C@@H](CC(C)C)C(=O)N2CCC[C@H]2C(=O)NCc2ccccc2)c1,2.8,2
COc1cccc(CNC(=O)C[C@H]2CC[C@H]3[C@@H](COc4ccc(NC(=O)c5cccs5)cc4C(=O)N3C)O2)c1,2.5,-13
COc1ccc(N)cc1CN1CCN(c2ncc(Cc3ccccc3)cn2)CC1,0.2,4
COc1ccc2nc3n(c(=O)c2c1)-c1ccc(Cl)cc1C(=O)NC3Cc1ccccc1 (stereo not drawn),-0.4,11
